Bioassay records as filed in PubChem BioAssay.
TLR9-MyD88 inh: TLR9-MyD88 interaction inhibition; CHO BLA complementation TLR9-MyD88, CCF4 FRET ratio; inhibition, % at 4.98 µM; 340,000 tested, 0.21% active;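 active = inhibition above the mean over all tested compounds plus 3 SD, cut at about 21% in these data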;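 also: 0% = DMSO only wells and 100% = clavulanate BLA inhibitor control wells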
Exocytosis inh: blocks lytic granule exocytosis; TALL-104 LAMP-1 surface exposure, flow cytometry; cells stimulated with thapsigargin and PMA; inhibition, % at 10 µM; 360,000 tested, 0.66% active; AID 651702;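 active = inhibition above about 55%, limit read from the data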
ABHD5-PLIN5 inh: inhibitors of human ABHD5-perilipin-5 interaction; 360,000 tested, 0.78% active; Q00G26+Q8WTS1; Split G. princeps luciferase complementation, luminescence, 4 h; inhibition, % at 4 µM;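 active = inhibition above the mean inhibition across every tested compound plus 3 SD, cut at about 22% in these data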;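 also: 0% = DMSO only wells and the 100% control is not disclosed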
Target sequence (Q00G26 whole entry, looked up): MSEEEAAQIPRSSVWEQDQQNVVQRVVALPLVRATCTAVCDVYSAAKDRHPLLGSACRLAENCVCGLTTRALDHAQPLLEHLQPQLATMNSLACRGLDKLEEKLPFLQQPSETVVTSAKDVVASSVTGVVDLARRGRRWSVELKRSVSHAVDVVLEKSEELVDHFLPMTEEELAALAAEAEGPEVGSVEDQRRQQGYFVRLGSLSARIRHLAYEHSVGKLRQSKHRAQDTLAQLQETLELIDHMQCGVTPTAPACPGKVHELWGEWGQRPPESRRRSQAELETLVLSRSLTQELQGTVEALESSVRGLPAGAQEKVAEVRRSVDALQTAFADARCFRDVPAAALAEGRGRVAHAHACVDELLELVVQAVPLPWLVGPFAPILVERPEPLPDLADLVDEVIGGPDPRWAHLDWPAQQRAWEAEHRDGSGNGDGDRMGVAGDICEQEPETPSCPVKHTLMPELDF
Target sequence (Q8WTS1 whole entry, looked up): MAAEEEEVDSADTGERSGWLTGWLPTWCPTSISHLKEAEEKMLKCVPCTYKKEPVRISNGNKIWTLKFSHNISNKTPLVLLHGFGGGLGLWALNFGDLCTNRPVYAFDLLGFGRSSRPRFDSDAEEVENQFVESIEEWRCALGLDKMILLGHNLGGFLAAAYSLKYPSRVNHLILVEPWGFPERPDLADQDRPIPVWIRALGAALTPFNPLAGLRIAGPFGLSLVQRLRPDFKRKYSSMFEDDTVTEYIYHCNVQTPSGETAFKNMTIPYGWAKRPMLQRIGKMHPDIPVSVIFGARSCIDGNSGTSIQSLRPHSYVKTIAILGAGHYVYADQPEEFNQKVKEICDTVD
MC4R barr agon: activates human MC4R beta-arrestin recruitment; P32245; U2OS MC4R beta-arrestin complementation, luminescence; percent of melanotan II response, DMSO zero; activation, % at 8.9 µM; 360,000 tested, 0.98% active; AID 540308;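 active = activation above a per-plate cutoff, the mean activation of sample wells on that plate plus 3 SD, cut at about 8% in these data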
ABCB6 inh 2: blocks the human ABCB6 transporter | Q9NP58 | K562-ABCB6 porphyrin accumulation, flow cytometry, 1 h; hits give low values | fluorescence ratio to DMSO, % at 10 µM | 360,000 tested, 0.19% active;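 active = fluorescence ratio to DMSO below 75%, the collection mean minus 3 SD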;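 also: signal is porphyrin accumulated inside mitochondria; 100% equals median channel fluorescence of DMSO control wells; lower ratio means ABCB6 inhibition with less porphyrin fluorescence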
aDG glyco up: increases alpha dystroglycan glycosylation; Pro5-aDG cells, alpha-DG glycosylation AlphaScreen (IIH6); 0% Pro5, 100% B10-LARGE cell signal; activation, % at 10 µM; 360,000 tested, 0.22% active;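 active = activation of at least 8% versus controls, or a plate z-score of at least 8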;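 also: Pro5 are CHO cells carrying HIG-tagged alpha-DG that lacks glycosylation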
N-glyco inh: blocks N-linked glycosylation in D54 reporter cells. reporter increase, % at 12.5 µM. 360,000 tested, 0.23% active. D54 ERlucT glycosylation luciferase reporter, 24 h; percent of 100 nM tunicamycin response;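 active = mean luciferase reporter signal, scaled so untreated is 0 and the glycosylation-blocking control 100, at or above a set limit in every replicate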;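 also: luciferase carries N-glycosylation sites so blocking glycosylation raises the light; 0% = median of neutral control wells and 100% = median of 100 nM tunicamycin wells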
Vif inh: HIV Vif inhibition; 340,000 tested, 0.35% active; HEK293T cells, Vif self-association by quenched fluorescence, imaging, 24 h; inhibition, % at 7.49 µM; in the data active = inhibition above about 50%, passing the limit was not always enough; also: some results filed as inactive read as strong as hits
MC4R antag cAMP: blocks human MC4R cAMP signaling | P32245 | MC4R-expressing cells, MTII-stimulated cAMP, LANCE TR-FRET | inhibition, % at 6.5 µM | 360,000 tested, 0.48% active;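 active = inhibition above its plate's cutoff, the mean of tested wells on that plate plus 3 SD, cut at about 29% in these data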;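 also: 0% = Melanotan II alone and 100% = Melanotan II plus saturating MCL0020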
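Assay system: human MC4R-expressing U2OS cells; reagent: Melanotan II stimulation of cells; dosing: 6.5 µM single dose; timing: compound 30 min, challenge 1 h, detection 1 h; signal: TR-FRET cAMP assay; replicates: one well per compound, no replicates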
NOD2-RIPK2 inh: blocks binding of human NOD2 to RIPK2 | CHO BLA complementation NOD2-RIPK2, CCF4 ratio | AID 624267 | O43353 | 360,000 tested, 0.38% active | inhibition, % at 4.98 µM; in the data active = inhibition above about 21%;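 also: 0% = vehicle only and 100% = reference blocker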
The depositor's hits bear a star; . = no result given. Only part of the results is shown (hit frequency here may not be typical).

entry	TLR9-MyD88 inh	Exocytosis inh	ABHD5-PLIN5 inh	MC4R barr agon	ABCB6 inh 2	aDG glyco up	N-glyco inh	Vif inh	MC4R antag cAMP	NOD2-RIPK2 inh	structure
1	-16	3	8	0.1	97	-0.1	-3	2	4	-2	COc1ccc(C(=O)Nc2ccc(NC(=O)c3cccs3)cc2)cc1[N+](=O)[O-]
2	-6	3	-1	-2.8	89	0.6	-8	7	5	-13	Cc1cc(C(=O)Nc2ccc3c(c2)OCCO3)c(C)o1
3	-4	31	-4	-1.4	90	3.8	-7	-4	14	2	CC[C@H](C)[C@@H](C(=O)NCCCCCCCCCCC(=O)N1CCN(C(=O)OC(C)(C)C)CC1)n1cc(CCCCCNC(=O)OC(C)(C)C)nn1
4	0	1	-7	0.0	101	-0.2	7	.	-3	3	COC(=O)c1cc(N/C(N)=N/c2nc(C)cc(C)n2)cc(C(=O)OC)c1
5	9	3	-1	-0.5	97	0.0	-1	3	7	3	COCCn1cnnc1SCC(=O)Nc1sccc1C(N)=O
6	-3	2	3	-0.9	106	-0.2	-1	2	6	4	O=S(=O)(NCCc1ccccc1)c1ccc(F)cc1
7	-1	-1	-4	-0.5	102	0.1	2	13	0	-1	Cc1nc(/C=[N+](\[O-])C(C)(C)/C=N/O)n(O)c1C
8	0	-2	-4	0.2	88	0.1	-1	-3	-2	-2	COc1cccc(CN(C)CC(=O)Nc2sc3c(c2C#N)CCC3)c1
9	-4	3	1	-4.1	100	-0.3	4	-4	2	-5	Cn1c(CN(O)S(=O)(=O)c2ccc(Cl)cc2)nnc1C(F)(F)F
10	-4	-1	-1	1.0	94	0.3	3	3	0	-19	O=C1CN(C(=O)COC(=O)c2cc(S(=O)(=O)N3CCOCC3)ccc2Cl)c2ccccc2N1
11	4	-4	12	0.9	97	0.2	4	3	5	-2	CC(O)(CC(=O)CC(=O)c1ccccc1)c1ccccc1 (stereo unspecified)
12	4	3	-3	1.6	102	0.1	-1	4	-19	4	CC(Sc1ccsc1[N+](=O)[O-])C(=O)N1CCN(c2ccccn2)CC1 (stereo unspecified)
13	7	0	4	0.2	100	0.2	-2	1	2	-12	O=C(COc1ncnc2ccccc12)NCc1ccc2c(c1)OCO2
14	-7	1	1	-0.9	103	0.8	17	-7	24	8	CCCn1c(=N)n(CC(=O)c2ccc([N+](=O)[O-])cc2)c2ccccc21
15	-6	-5	5	0.1	97	-0.3	3	-12	2	-5	Cc1ccc(/C=N/NC(=O)c2ccc(Cn3cc([N+](=O)[O-])cn3)o2)cc1
16	-6	-3	7	2.2	102	0.5	0	-17	-1	2	CCOC(=O)C(=NCCCN1CCOCC1)NNc1cccc(C(F)(F)F)c1
17	-6	-2	11	3.0	84	-0.8	-6	.	0	-7	O=[N+]([O-])c1ccccc1N/N=C/c1c[nH]c2ccccc12
18	-2	-4	-12	0.5	105	-0.1	3	1	14	-2	O=C(NCc1ccccc1)[C@]1(C(F)(F)F)C[C@H](CCc2ccccc2)CCCO1
19	-4	-6	2	-1.9	106	0.2	.	.	5	-6	O=C(Nc1ccc(C(=O)N2CCCC2)cc1)c1cccc(C(F)(F)F)c1
20	1	-7	-7	-2.6	101	0.1	0	.	9	0	CSc1nc2sc3c(c2c(=S)[nH]1)CC(C)(C)OC3
21	-7	-1	-1	-1.8	96	0.0	-1	-2	18	4	C[C@H](NS(=O)(=O)c1ccc2c(c1)OCCCO2)C(=O)N1CCN(Cc2ccccc2)CC1
22	-3	-2	1	-2.2	104	-0.2	3	0	-3	2	COCCN(CC1CCCN(C2Cc3ccccc3C2)C1)C(=O)c1cccc(C)c1 (stereo unspecified)
23	-9	-4	2	0.7	87	0.2	1	1	3	-4	C/C=C(\C)c1nnc(NC(=O)c2ccco2)s1
24	0	0	-1	-2.6	106	-0.2	0	-5	5	-21	CNC(=S)NCCc1ccc(OC)c(OC)c1
25	-10	-2	-4	1.0	98	-0.1	3	-4	3	4	CC(C)COC(=O)N(C)C[C@H]1OCc2cnnn2CCCC(=O)N([C@H](C)CO)C[C@@H]1C
26	-6	47	2	0.4	101	0.0	-2	-2	10	2	O=C(c1ccc(COc2ccccc2Cl)o1)N1CCOCC1
27	7	-13	3	-1.5	98	0.0	29*	0	-8	6	CCOC(=O)N1CCN(C(=O)c2cccc(N3C(=O)NC4CC3(C)Oc3ccc(Cl)cc34)c2)CC1 (stereo unspecified)
28	9	-2	-8	-1.2	79	-0.2	1	1	-2	6	CC(C)NC(=O)c1cc2c(=O)n3ccccc3nc2s1
29	-5	-5	7	-1.0	105	0.2	-1	-2	5	-5	FC(F)(F)COc1ccc(-c2nnc(SCc3ccccc3)o2)cn1
30	-2	-2	0	2.5	100	-0.1	2	1	8	2	CC(=O)N1N=C(c2ccc(C)cc2)OC1c1ccc(C(C)C)cc1 (stereo unspecified)
31	-1	3	4	1.2	98	0.1	-3	-4	-15	-24	COc1cc(/C=N/Nc2nn3cnnc3c3ccccc23)cc(OC)c1OC
32	-4	4	4	-2.8	100	-0.1	2	7	8	3	O=C(C1CCN(S(=O)(=O)N2CCC3(CC2)OCCO3)CC1)N1CCCCC1
33	-1	1	-1	-0.3	97	0.0	-1	12	8	-4	CCO[C@@H]1OC(C(=O)NCc2ccccc2)=C[C@H](c2ccc3c(c2)OCO3)[C@H]1CCCO
34	6	3	0	-2.0	86	0.0	1	-10	5	-2	C=CCSc1nc(N)c2c3c(sc2n1)CN(C)CC3
35	.	-2	4	-1.2	97	0.1	1	-3	-9	-9	O=C(O)CCC(=O)NNC(=O)CCC(=O)Nc1ccccc1
36	-8	2	3	1.8	98	0.1	-1	-12	-6	-9	CCOC(=O)N/N=C\C=C\c1ccc2c(c1)OCO2
37	8	2	-1	-2.0	95	0.1	2	-7	-2	-3	CN(C)S(=O)(=O)N1CCc2ccccc21
38	12	2	-4	-1.9	103	-0.3	-2	-12	12	1	COC(=O)c1ccccc1NC(=O)NCc1ccccc1
39	1	2	-1	1.4	99	0.0	-2	-2	10	2	Cc1ccccc1OCC(=O)Nc1ccccc1N1CCC(C)CC1
40	10	1	7	-2.7	98	0.2	-1	7	-6	-13	CCCOc1cccc(NC(=O)OC2CCN(C)CC2)c1
41	-9	-3	-4	0.3	92	0.3	-1	-6	0	-9	CCOCCCNC(=S)Nc1ccc(Br)cc1Cl
42	9	-6	3	-0.8	101	-0.1	6	.	15	-7	CC(=O)Nc1ccc2c(c1)c1ccccc1n2C(C)=O
43	0	0	7	0.2	100	0.1	2	6	3	-9	C[C@H]1O[C@H]1P(=O)(O)O
44	-8	-2	-2	-2.9	97	0.4	-1	3	4	-6	COc1cc(C(=O)Oc2cccc(C)c2)cc(OC)c1OC
45	.	3	0	-0.6	96	-0.2	-2	-5	11	-1	CC(=O)C1CCC2C3CCC4=CC(=O)CCC4(C)C3C(O)CC12C (stereo unspecified)
46	2	-1	2	1.4	94	0.0	-5	-8	16	-12	O=C(NC(=O)c1cc(OCC(F)(F)F)ccc1OCC(F)(F)F)Nc1ccccc1
47	.	0	1	1.6	94	-0.1	-17	10	5	-6	O=c1[nH]c(-c2ccccc2)cnc1-c1ccccc1
48	-2	0	3	-3.0	88	-0.1	1	44	2	13	COc1ccc(NC(=O)CN(C)S(=O)(=O)c2ccccc2)cc1

Whole records, looked up by structure. Values in the order: TLR9-MyD88 inh | Exocytosis inh | ABHD5-PLIN5 inh | MC4R barr agon | ABCB6 inh 2 | aDG glyco up | N-glyco inh | Vif inh | MC4R antag cAMP | NOD2-RIPK2 inh
O=C(C1CCN(S(=O)(=O)N2CCC3(CC2)OCCO3)CC1)N1CCCCC1 across the screens: -4 | 4 | 4 | -2.8 | 100 | -0.1 | 2 | 7 | 8 | 3
C[C@H]1O[C@H]1P(=O)(O)O across the screens: 0 | 0 | 7 | 0.2 | 100 | 0.1 | 2 | 6 | 3 | -9

(list continues)
entry	TLR9-MyD88 inh	Exocytosis inh	ABHD5-PLIN5 inh	MC4R barr agon	ABCB6 inh 2	aDG glyco up	N-glyco inh	Vif inh	MC4R antag cAMP	NOD2-RIPK2 inh	structure
49	-12	-2	5	-2.2	100	-0.2	2	-2	-7	-6	CSCCC(NC(=O)c1cccc(S(=O)(=O)N2CCOCC2)c1)c1nc2ccccc2[nH]1 (stereo unspecified)
50	3	2	1	-0.9	101	0.2	-8	-26	0	4	CC1CCCCN1C(=O)CSc1nnc(-c2ccccc2O)o1 (stereo unspecified)
51	4	-3	5	0.5	99	0.1	2	-7	5	-3	Cc1csc2ncc(C(=O)Nc3ccccc3F)c(=O)n12
52	-3	6	-13	2.9	94	-0.3	-3	4	7	4	CC(Nc1ccc(Br)cn1)c1cc(Cl)ccc1O (stereo unspecified)
53	-9	0	3	-0.1	96	-0.4	0	-4	12	2	COc1ccc(N(CC(=O)Nc2ccc(C)cn2)S(=O)(=O)c2c(C)nn(C)c2C)cc1
54	6	2	4	-2.0	100	-0.1	0	15	1	-5	O=C(c1ccco1)N1CCN(C(=O)c2cc(-c3ccccn3)nc3ccccc23)CC1
55	3	14	-6	-1.2	104	-0.1	-4	16	-4	5	Cc1ccccc1S(=O)(=O)Cc1ccc(C(=O)N2CCN(C3CCCCC3)CC2)o1
56	9	-5	6	-0.4	97	-0.1	9	-2	5	-14	Cn1c(=O)cc(OCCCC(=O)NCCN2CCN(c3ccccc3F)CC2)c2ccccc21
57	9	0	-1	-2.5	94	0.0	2	6	4	-7	COc1cc(C(=O)N[C@@H](C)C(=O)NCc2ccco2)cc(OC)c1OC

Some entries already given with just ABCB6 inh 2, N-glyco inh and TLR9-MyD88 inh.
nr	smiles	ABCB6 inh 2	N-glyco inh	TLR9-MyD88 inh
53	COc1ccc(N(CC(=O)Nc2ccc(C)cn2)S(=O)(=O)c2c(C)nn(C)c2C)cc1	96	0	-9
50	CC1CCCCN1C(=O)CSc1nnc(-c2ccccc2O)o1 (stereo unspecified)	101	-8	3
